# Assay outcomes: PubChem BioAssay, National Center for Advancing Translational Sciences (NCATS)
# GLP-1R inv ag = acts as inverse agonist at human GLP-1 receptor; 1.6% of 410,000 active; HEK293 GLP-1R CRE-luciferase, luminescence, 24 h; GLP-1R form is constitutively active; AID 624417; P43220; Potency, µM (highest dose often 38.3 µM), without a hit: at the top dose activity change, negative = inhibition, most hits filed as inhibitors; note: potency is the fitted concentration of half-maximal effect; % is set by controls: 0 for no effect and ±100 for the full control effect; nearly all actives have a fitted effect of over 55% in size
# Target sequence (P43220 whole entry, looked up): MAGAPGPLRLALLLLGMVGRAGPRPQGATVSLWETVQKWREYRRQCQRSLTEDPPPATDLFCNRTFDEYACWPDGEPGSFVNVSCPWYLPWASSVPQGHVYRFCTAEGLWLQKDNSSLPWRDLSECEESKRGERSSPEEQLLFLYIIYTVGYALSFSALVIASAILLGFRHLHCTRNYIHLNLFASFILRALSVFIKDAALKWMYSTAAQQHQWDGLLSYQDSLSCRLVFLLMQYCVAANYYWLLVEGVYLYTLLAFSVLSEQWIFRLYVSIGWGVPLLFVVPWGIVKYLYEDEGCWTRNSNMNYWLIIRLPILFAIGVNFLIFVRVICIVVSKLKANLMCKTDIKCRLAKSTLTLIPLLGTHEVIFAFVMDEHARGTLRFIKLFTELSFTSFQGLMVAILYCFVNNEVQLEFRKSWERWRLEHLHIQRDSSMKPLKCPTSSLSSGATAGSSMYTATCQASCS
#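 GLP-1R inverse agonism mode: basal reporter luminescence in engineered HEK293 cells measured after one day of compound exposure at 37 deg C, with a 12 min room-temperature detection step.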
# HEK293 tox = cytotoxicity counter-screen for GLP-1 receptor inverse agonists; HEK293 cAMP-luciferase reporter cells, luminescence, 24 h; 0.13% of 410,000 active; AID 624418; Potency, µM (titrated, usually from 38.3 µM), for inactives: at the top dose activity change, negative = inhibition, usual class: inhibitors;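 note: loss of luciferase light is scored as toxicity; potency is the fitted concentration of half-maximal effect; % is set by controls: 0 for no effect and ±100 for the full control effect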
#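 Luminescence readout: signal drop marks cytotoxicity. Plated cells grew 12 h at 37 °C, 5% CO2, received 23 nL compound for 24 h, then got luciferase reagent, read after 12 min at RT.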
# Akt phos inh = inhibitors of Akt phosphorylation; Neuro2A IGF-stimulated pAkt S473 HTRF, 20 min; stronger effect = lower value; activity change, % for hits at 50 µM; 0.32% of 360,000 active; AID 651550; in the data active = activity change below about -80%; inconclusive = mostly about -51% to -80%; note: % is set by controls: 0 for no effect and ±100 for the full control effect
#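 Single-point screen (50 µM final compound) in Neuro2A cells stimulated 20 min with 6 nM IGF at 37 deg C. After lysis, Ser473-phosphorylated Akt read by HTRF (ex 330 nm, em 615/665 nm) as the 665/615 ratio.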
# FUS yeast rescue = suppressors of FUS proteinopathy in yeast | S. cerevisiae FUS-expressing, growth rescue, OD600, 24 h | Potency, µM (titrated, usually from 76.6 µM), for the others: at the highest dose growth rescue (activation), actives largely listed as activators | 0.24% of 390,000 active;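 note: potency is the fitted concentration of half-maximal effect; plate controls were DMSO vehicle for no effect and reference control for full effect; nearly all actives have a fitted effect of over 55% in size; some results filed as inactive show a strong effect at the top dose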
#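 Yeast expressing FUS under galactose induction, OD 0.005 in 2% galactose medium; compounds in a dilution series, 24 h at 30C. Growth rescue by absorbance at 600 nm; CP55940 positive control, DMSO negative.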
# PTHR1 agonist = agonists of human PTHR1 parathyroid hormone receptor. Q03431. HEK293 GP2 PTHR1 cells, GloSensor cAMP luminescence, 1 h. Potency, µM (top dose mostly 115 µM), for the others: at the top dose activation, usual class: activators. 0.075% of 410,000 active. AID 743266; note: potency is the fitted concentration of half-maximal effect; nearly all actives have a fitted effect of over 55% in size; some results filed as inactive show a strong effect at the top dose; inactives centre near -15; many of its hits are not listed in these tables
# Target sequence (Q03431 whole entry, looked up): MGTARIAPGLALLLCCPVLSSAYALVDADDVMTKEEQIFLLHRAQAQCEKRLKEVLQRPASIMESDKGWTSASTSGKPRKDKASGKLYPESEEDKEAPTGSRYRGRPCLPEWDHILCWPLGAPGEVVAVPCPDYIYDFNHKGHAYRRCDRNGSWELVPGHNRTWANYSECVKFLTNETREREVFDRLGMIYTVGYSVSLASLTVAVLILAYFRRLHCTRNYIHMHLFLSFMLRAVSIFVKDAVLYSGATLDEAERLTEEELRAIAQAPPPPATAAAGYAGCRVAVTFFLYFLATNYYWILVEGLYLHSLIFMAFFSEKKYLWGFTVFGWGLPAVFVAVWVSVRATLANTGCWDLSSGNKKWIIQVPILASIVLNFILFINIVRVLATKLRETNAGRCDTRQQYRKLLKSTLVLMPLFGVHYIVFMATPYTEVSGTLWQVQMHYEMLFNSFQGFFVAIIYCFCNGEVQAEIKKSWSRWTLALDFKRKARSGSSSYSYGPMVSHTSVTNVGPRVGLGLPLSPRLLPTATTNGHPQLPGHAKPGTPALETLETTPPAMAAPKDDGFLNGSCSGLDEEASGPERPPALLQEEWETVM
#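 HEK-293-derived GP2 cells expressing PTHR1 and a GloSensor cAMP reporter, 3,000/well, plated overnight, given luciferin plus IBMX (each 0.5 mM as added) for 1 h at 37 °C, then compound for 1 h at 37 °C. Luminescence was read after 15 min at room temperature.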
# MmCpn inh = inhibitors of Methanococcus maripaludis chaperonin (MmCpn); purified Mm-Cpn ATPase, ADP Transcreener TR-FRET; Potency, µM (series often up to 76.9 µM), for the others: at the top dose activity, negative = inhibition, most hits filed as inhibitors; 0.031% of 330,000 active; note: potency is the fitted concentration of half-maximal effect; % is set by controls: 0 for no effect and ±100 for the full control effect; nearly all actives have a fitted effect of over 80% in size
#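 ATPase read-out: TR-FRET ADP immunoassay (anti-ADP Eu cryptate vs ADP-d2), ex 320 nm, em 590/665 nm; signal drops as ADP forms. Enzyme 25 nM, ATP 10 uM, 30 min at 37°C after 10 min compound preincubation.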
# aSyn rescue = alpha-synuclein toxicity inhibition in yeast; Yeast expressing alpha-synuclein, growth rescue, BacTiter-Glo, 24 h; AID 652106; Potency, µM (highest dose often 46.1 µM), without a hit: at the highest dose growth rescue (activation), usual class: activators; 0.14% of 370,000 active; note: potency is the fitted concentration of half-maximal effect; % of control where 0% means no effect; nearly all actives have a fitted effect of over 65% in size
#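 Screening used galactose-induced yeast with toxic alpha-synuclein levels, exposed to compound for 24 hr at 30 deg C. Cell growth, read with BacTiter-Glo luminescence, gave the measured signal.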
# Abeta rescue = compounds reversing amyloid beta toxicity in yeast. yeast expressing A-beta42, growth rescue, OD600, 48 h; response scale: 0% DMSO, 100% iron-clioquinol control. Potency, µM (titrated, usually from 46.1 µM), for the others: top-dose growth rescue, usual class: activators. 0.063% of 410,000 active. AID 1347071; note: potency is the fitted concentration of half-maximal effect; nearly all actives have a fitted effect of over 55% in size
#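 Yeast A-beta toxicity model in growth medium with pinned compounds, 48 h at 30 C; growth read as absorbance at 600 nm. Normalized to FeCl3/clioquinol equimolar mix (positive) and DMSO (negative).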
# TDP-43 yeast inh = inhibitors of TDP-43 toxicity in yeast. TDP-43 expressing yeast growth rescue, BacTiter-Glo, 24 h. Potency, µM (top dose mostly 46.1 µM), for the others: at the highest dose growth rescue (activation), most hits filed as activators. 1.8% of 410,000 active. AID 652104; note: potency is the fitted concentration of half-maximal effect; % of control where 0% means no effect; nearly all actives have a fitted effect of over 50% in size
#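 Cell-based yeast growth screen: TDP-43 expression induced in galactose, inoculum OD600=0.02 after raffinose pregrowth to mid-log. Read-out BacTiter-Glo luminescence at 24 hr, 30 deg C; inhibition of toxicity seen as signal increase.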
# Starred values were filed as active, the others as inactive; i = inactive; ? = inconclusive; · = no result given; [ ] = another dose, or the depositor's remark. Unless noted, calls come from the whole dose curve; as a rule, active = well fitted curve in the direction sought with a large enough effect; inconclusive = small, poorly fitted or top-dose-only effect, or another doubt; inactive = no such curve, though single readings can be large; an effect the other way counts as inactive or inconclusive.
SMILES,GLP-1R inv ag,HEK293 tox,Akt phos inh,FUS yeast rescue,PTHR1 agonist,MmCpn inh,aSyn rescue,Abeta rescue,TDP-43 yeast inh
COc1c(F)c(F)cc2c(=O)c(C(=O)O)cn(C3CC3)c12,-6%,0%,i,18%,11%,?,-3%,-11%,-46%[inhibitor]
COc1ccc(CNC(=O)c2cc3c(=O)n4ccccc4nc3n(CC3CCCO3)c2=N)cc1 (configuration not stated),33%[activator],44%[activator],i,31%,-3%[57.5 µM],-1%,-17%,-9%,0%
COc1ccccc1NC(=O)Cn1c(=O)oc2cc(S(=O)(=O)N3CCCC3)ccc21,4%,2%,i,8%,i,-2%,-2%,-2%,16%
CC(NC(=O)CN(c1ccc(Cl)cc1)S(C)(=O)=O)c1ccccc1 (configuration not stated),-12%,-4%,i,6%,i,-2%,7%,22%,7%
O=C(CSc1nc(-c2ccc(F)cc2)cs1)NC(=O)NCc1ccco1,3%,-1%,i,22%,i,1%,0%,-14%,-15%
CC(C)c1ccc(NC(=O)c2ccc(NC(=O)CCS(=O)(=O)c3cccs3)cc2)cc1,4%,0%,·,17%,i,·,·,-1%,18%
CSCCC(NC(=O)c1ccccc1)C(=O)NCc1ccco1 (configuration not stated),0%,14%,i,-7%,i,-6%,-1%,3%,-14%
CN1CCN(/N=C/c2ccc(OCc3ccccc3)cc2)CC1,?,-17%,i,3%,-47%[inhibitor],2%,-6%,?,?
CC(C)CNc1c(N)c(=O)oc2ccccc12,0%,-8%,i,-14%,-13%,1%,3%,-24%,0%
COC(=O)c1cc(S(=O)(=O)NCc2cccc(Br)c2)c[nH]1,10%,-4%,i,14%,-9%,0%,4%,-5%,8%
COc1ccc(-c2nnc(SCc3nnc(-c4ccccc4)o3)n2C)cc1OC,17%,-10%,i,-3%,i,1%,2%,5%,20%
O=C(OCCN1C(=O)c2ccccc2C1=O)C1CCN(S(=O)(=O)c2cccs2)CC1,3%,-14%,i,32%,i,-1%,0%,8%,16%
COc1ccc(C(C(=O)NCc2ccccc2)n2c(=O)c(-c3ccco3)nc3ccccc32)cc1 (configuration not stated),?,-17%,i,?,-21%,·,4%,9%,17%
Cc1oc(-c2ccccc2Cl)nc1CN(Cc1ccccn1)C[C@@H]1CCC(=O)N1,14%,7%,i,2%,i,1%,-4%,-9%,12%
COc1ccc(C(=O)N/N=C/c2ccc(OC)c(CN3CCN(c4ccc(F)cc4)CC3)c2)cc1,10%,13%[1.53 µM],i,-1%,-41%[inhibitor],1%,-4%,5%,7%
CCN(CC)c1cc(Oc2ccccc2)ncn1,0%,1%,i,10%,-11%[57.5 µM],-2%,17%,2%,?
O=C(OCc1ccccc1)c1ccccc1O,-2%,-8%,i,-1%,-18%,-1%,3%,-17%,11%
O=c1oc2cc(S(=O)(=O)NCCCO)ccc2c2ccc(S(=O)(=O)NCCCO)cc12,12%,3%,i,-32%,16%,-1%,0%,0%,5%
Cc1cccc(-n2ccnc2SCC(=O)Nc2cccc3ccccc23)c1,?,0%,·,21%,-1%,·,11%,-13%,22µM*
CC(C)CN1CCN(Cc2cccn2-c2cccnc2)CC1CCO (configuration not stated),-1%,4%,i,13%,i,-3%,-5%,4%,·
CCOc1ccc(N=c2scc(-c3ccc(OC)cc3)n2CCO)cc1,?,-1%,i,21%,i,-11%,1%,8%,?
CCOC(=O)N1CCC(N2C(=O)c3ccc(C(=O)NCCC(C)C)cc3C2=O)CC1,11%,1%,i,-22%,-15%,-2%,3%,-10%,10%
CCc1nc2ccc(C(=O)NCC3CCCCC3)cn2c1N(C)C(=O)c1cccc(OC)c1,-2%,7%,i,13%,-20%,·,0%,-19%,7%
Cc1ccc(OCC(=O)NNC(=O)CSc2ncc(C#N)c(N)n2)cc1,-3%,-3%,i,31%,-13%,-4%,-7%,-7%,-1%
Cc1ccc(F)cc1C(=O)N1CCOCC1c1cc(C(=O)Nc2ccccc2)no1 (configuration not stated),-6%,-9%,i,17%,i,·,1%,15%,25%

# Next results
SMILES,GLP-1R inv ag,HEK293 tox,Akt phos inh,FUS yeast rescue,PTHR1 agonist,MmCpn inh,aSyn rescue,Abeta rescue,TDP-43 yeast inh
O=C(/C=C/c1ccc(Cl)cc1Cl)n1cccn1,68%[activator],20%,i,7%,-38%[inhibitor][57.5 µM],1%,7%,-21%,?
O=S(=O)(c1ccc(NC(=S)NC2CC2)cc1)N1CCOCC1,15%,-1%,i,4%,-2%,3%,-8%,3%,-16%
CCOC(=O)Cc1csc(NC(=O)COc2ccc3ccccc3c2)n1,?,-7%,i,12%,-6%[57.5 µM],0%,1%,?,13µM*
O=C(CN(CC1CCCO1)C(=O)CNS(=O)(=O)c1ccccc1)NCc1ccc(F)cc1 (configuration not stated),-1%,-9%,i,-10%,i,0%,-1%,7%,-6%
O=C1C(Cl)=C(NCCN2CCCCC2)C(=O)c2ccccc21,11µM*,?,i,-37%,-82%[inhibitor],-2%,1%,1%,-7%
Cc1cccc(NC(=O)C2CCN(S(=O)(=O)c3c(C)c(C)cc(C)c3C)CC2)n1,?,-8%,i,?,-15%,1%,27%,22%,28%
CCOC(=O)c1ccc(NC(=O)CCc2c(C)nc3cc(-c4ccc(OC)cc4OC)nn3c2C)cc1,0%,-11%,·,-10%,i,·,·,-4%,8%
O=C(NN=C1CCCCCC1)c1cc2ccccc2cc1O,25%,-3%,i,20%,i,-10%,-1%,16%,16%
CCCCC(=O)Nc1ccc(C)c(O)c1,22%,-6%,i,-16%,i,-3%,1%,6%,0%
CC(C)C(=O)N1CCC2(CC1)Oc1ccc(Cl)cc1C(=O)C21CC(c2ccccc2)=NO1 (configuration not stated),-24%,-1%,i,34%,-14%,-2%,2%,8%,10%
CC(=O)c1cccc(NC(=O)CSCc2ccc(Br)cc2)c1,?,-4%,i,·,-51%[inhibitor],2%,2%,-18%,-5%
Cc1ccc(-c2cc(-c3ccccc3)c3c(N)c(S(C)(=O)=O)sc3n2)cc1,?,295%[activator],i,40%,i,?,2%,20%,?
CCC(C(=O)OC)n1cnc2c(nnn2-c2ccc(C)cc2)c1=O (configuration not stated),8%,8%,i,-14%,-13%,2%,3%,-18%,14%
O=C(N(c1ccccn1)c1ccccn1)C12CC3CC(CC(Cl)(C3)C1)C2,1%,-17%,i,-4%,-13%,-1%,1%,14%,14%
Cc1cccc(C(=O)NC(=S)N(C)C2CCCCC2)c1,-23%,?,i,6%,-19%,0%,-12%,?,0%
O=C(N/N=C/c1c[nH]c2ccccc12)c1ccccc1,14%,-5%,i,-20%,i,0%,9%,3%,16%
CCCC(=O)Nc1ccc(C(=O)NNC(=O)COc2ccc(Br)c(C)c2)cc1,0%,-4%,i,·,i,0%,1%,10%,0%
FC(F)(F)c1nnc(N2CCN(c3ccc(Cl)cc3)CC2)s1,12%,-10%,i,16%,i,1%,0%,-6%,13%
c1ccc(CN2CCC3(CC2)Nc2ccccc2CO3)cc1,0%,8%,·,41%,?,1%,2%,-20%,-1%
CC(C(=O)c1ccc(-c2ccccc2)cc1)[n+]1cccc(C(N)=O)c1 (configuration not stated),3%,-2%,i,6%,-23%,0%,3%,-20%,-21%
O=C(/C=C/c1cccs1)NCc1cccnc1,17%,11%,i,11%,i,1%,-5%,2%,-8%
COc1ccc(CC(=O)N[C@@H](CCSC)C(=O)N2CCC3(CC2)NCCc2[nH]cnc23)cc1,-11%,-10%,i,12%,i,2%,-1%,14%,7%
COCCSc1ccccc1C(=O)NCc1ccc(S(N)(=O)=O)cc1,-7%,8%,i,13%,i,3%,0%,12%,-22%
COc1ccc(OC)c(NC(=O)Cn2cc(C=O)c3ccccc32)c1,-22%,-2%,i,-9%,i,1%,0%,-1%,-4%

# Ordered by the number under MmCpn inh (ascending): 3 from the list above
compound	GLP-1R inv ag	Akt phos inh	FUS yeast rescue	PTHR1 agonist	MmCpn inh
CC(C)C(=O)N1CCC2(CC1)Oc1ccc(Cl)cc1C(=O)C21CC(c2ccccc2)=NO1 (configuration not stated)	-24%	i	34%	-14%	-2%
CC(C(=O)c1ccc(-c2ccccc2)cc1)[n+]1cccc(C(N)=O)c1 (configuration not stated)	3%	i	6%	-23%	0%
FC(F)(F)c1nnc(N2CCN(c3ccc(Cl)cc3)CC2)s1	12%	i	16%	i	1%

# By substructure, the entries above containing a thiophene ring, fused or not.
SMILES,GLP-1R inv ag,HEK293 tox,Akt phos inh,FUS yeast rescue,PTHR1 agonist,MmCpn inh,aSyn rescue,Abeta rescue,TDP-43 yeast inh
CC(C)c1ccc(NC(=O)c2ccc(NC(=O)CCS(=O)(=O)c3cccs3)cc2)cc1,4%,0%,·,17%,i,·,·,-1%,18%
O=C(OCCN1C(=O)c2ccccc2C1=O)C1CCN(S(=O)(=O)c2cccs2)CC1,3%,-14%,i,32%,i,-1%,0%,8%,16%
Cc1ccc(-c2cc(-c3ccccc3)c3c(N)c(S(C)(=O)=O)sc3n2)cc1,?,295%[activator],i,40%,i,?,2%,20%,?
O=C(/C=C/c1cccs1)NCc1cccnc1,17%,11%,i,11%,i,1%,-5%,2%,-8%

# Some of the compounds tested. The share of hits here may be higher or lower than overall.
